# Source: PubChem
# RAD54 inh: inhibitors of human RAD54 branch migration, primary screen, biochemical, fluorescence, single point; RAD54 Holliday junction branch migration, FAM/BHQ fluorescence; inhibition, % at 10.4 µM; 0.14% of 360,000 active; AID 602329, 2012;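 active = mean normalized replicate activity at least 40 and at least half of replicates scoring 40 or more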;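 also: 0% = median of neutral control wells and 100% = median of positive control wells; inhibitors cause a drop in the FAM fluorescence signal; in these data hits start at about 50%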
# Target sequence (Q92698 whole entry, looked up): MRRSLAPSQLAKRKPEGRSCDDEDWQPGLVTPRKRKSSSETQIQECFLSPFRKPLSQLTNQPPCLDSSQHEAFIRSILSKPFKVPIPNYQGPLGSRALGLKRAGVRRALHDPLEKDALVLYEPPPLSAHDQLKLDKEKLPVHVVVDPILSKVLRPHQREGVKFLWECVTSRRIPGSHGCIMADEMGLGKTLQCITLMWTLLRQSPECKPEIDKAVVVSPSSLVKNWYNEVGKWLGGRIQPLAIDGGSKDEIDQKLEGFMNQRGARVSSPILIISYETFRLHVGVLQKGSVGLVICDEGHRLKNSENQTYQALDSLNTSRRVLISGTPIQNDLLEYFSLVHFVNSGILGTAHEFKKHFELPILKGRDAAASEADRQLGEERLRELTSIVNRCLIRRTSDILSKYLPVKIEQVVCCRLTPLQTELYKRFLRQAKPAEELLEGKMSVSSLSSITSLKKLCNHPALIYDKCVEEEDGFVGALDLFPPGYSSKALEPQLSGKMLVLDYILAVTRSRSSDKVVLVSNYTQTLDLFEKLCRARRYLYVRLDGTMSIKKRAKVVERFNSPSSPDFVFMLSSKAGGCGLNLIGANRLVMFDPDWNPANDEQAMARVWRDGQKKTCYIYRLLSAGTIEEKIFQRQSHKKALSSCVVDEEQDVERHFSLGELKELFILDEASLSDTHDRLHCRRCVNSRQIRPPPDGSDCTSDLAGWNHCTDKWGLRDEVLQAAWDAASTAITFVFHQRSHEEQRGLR
# XiGFP reactiv: activators of inactive X chromosome reactivation, primary screen, imaging, XiGFP fibroblasts, GFP high-content imaging, set 2; XiGFP mouse fibroblasts, % GFP-positive cells imaging, 3 d; cells co-treated with 5-aza-dC sensitizer; scaled so ellipticine positive control = 100%; activation, % at 7.58 µM; 0.055% of 360,000 active;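 active = mean normalized replicate activation at least 10% and every replicate at or above 10%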;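 also: 0% = median of on-plate neutral control wells and 100% = ellipticine 6 µM median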
#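 Schedule: 3 d treatment, 15 min room-temperature fixation; system: 68-5-11 XiGFP fibroblast line; buffer or medium: DMEM plus 5-aza-dC sensitizer; control set: ellipticine 6 µM positive control; compound: one concentration, pinned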
# EWS-Fli inh: EWS/Fli-driven NR0B1 reporter inhibitors, primary screen, A673 cells, NR0B1 luciferase, luminescence, MLPCN library; viability-normalised; inhibition, % at 12.6 µM; 0.67% of 350,000 active; AID 651661, 2012;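 active = mean inhibition of at least 50% after viability correction, with every replicate also passing that limit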;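 also: firefly luciferase signal divided by Alamar Blue viability fluorescence both relative to DMSO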
# E-sel inducer: E-selectin induction in HUVECs, primary screen, imaging, HUVEC, immunofluorescence imaging, single point; normalized: neutral wells 0, TNF-alpha wells 100; 0.37% of 260,000 active; P16581; AID 686992, 2013; activation, % at 7.58 µM;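 active = mean E-selectin-positive cell signal at least 10% of the positive control, reached in at least 60% of replicates, without over 20% cell loss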;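 also: in these data hits start at about 27%; measured in HUVEC primary endothelial cells; signal is the percent of cells scored E-selectin positive by PE staining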
#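 Test system: HUVEC; input: 3,000 HUVEC/well; measured by: immunofluorescence imaging; read-out: % PE-positive cells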
# FN deposition inh: inhibitors of fibronectin matrix deposition, primary screen, AH1F cells, Alexa488-fibronectin fluorescence, plate reader; inhibition, % at 12.6 µM; AID 743247, 2014; AH1F fibroblasts, overnight; 0.086% of 350,000 active;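 active = mean inhibition across replicates of 30% or more, regardless of how many single replicates reach that level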;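 also: positive control wells lacked labelled fibronectin entirely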
#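 Assay system: AH1F fibroblasts / Quantity: 10000 cells per well / Medium: DMEM plus 2% serum, read in PBS / Reagent: labelled fibronectin 24 nM / Dosing: single dose, pinned / Times: 1 h cell attachment, overnight exposure to compound and label / Signal: fluorescence, ex 485 nm, em 525 nm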
# Numbers without * were called inactive; · = not tested or not shown. Some of the compounds tested; rates above refer to the full screens.
no.	canonical_smiles	RAD54 inh	XiGFP reactiv	EWS-Fli inh
1	C[C@H](CO)N1C[C@H](C)[C@H](CN(C)Cc2cncnc2)Oc2cc(C#CC3CC3)ccc2S1(=O)=O	·	0.0	0
2	C[C@@H]1CN([C@@H](C)CO)S(=O)(=O)c2ccc(-c3ccccc3)cc2O[C@@H]1CN(C)C(=O)C1CCC1	·	-0.9	-15
3	COCC(=O)N1CC2(C1)CN(C(=O)Cc1ccccc1)[C@H](CO)c1c2c2ccc(OC)cc2n1C	·	0.2	3
4	C[C@H](CO)N1C[C@H](C)[C@@H](CN(C)Cc2cncnc2)Oc2cc(C#CC3CC3)ccc2S1(=O)=O	·	-0.1	11
5	COc1ccc2c3c([nH]c2c1)[C@@H](CO)N(CC1CC1)CC31CN(C(=O)c2cccc(F)c2)C1	·	0.2	13
6	C[C@@H]1CN([C@@H](C)CO)C(=O)c2cc(C3=CCCCC3)cnc2O[C@H]1CN(C)S(C)(=O)=O	·	-0.9	-9
7	CC(=O)N(C)C[C@@H]1Oc2cc(C3=CCCCC3)ccc2S(=O)(=O)N([C@@H](C)CO)C[C@@H]1C	·	-0.9	-11
8	C[C@H](CO)N1C[C@H](C)[C@@H](CN(C)C(=O)C2CC2)Oc2ncc(C#CC3(O)CCCC3)cc2C1=O	·	-0.9	10
9	COc1ccc2c3c([nH]c2c1)[C@H](CO)N(C(=O)CN(C)C)CC31CCN(CC2CCCCC2)CC1	·	0.0	-5
10	COc1ccc2c3c([nH]c2c1)[C@H](CO)N(C(=O)c1ccccn1)CC31CCN(C(=O)C2CC2)CC1	·	0.3	-1
11	COc1ccc2c3c([nH]c2c1)[C@@H](CO)N(C(=O)c1ccncc1)CC31CN(C(=O)CC2CC2)C1	·	0.2	-7
12	COc1ccccc1-c1cnc2c(c1)C(=O)N([C@H](C)CO)C[C@H](C)[C@H](CN(C)CC1CC1)O2	·	0.1	-10

no.	E-sel inducer	FN deposition inh
1	-0.1	·
2	-0.3	·
3	-0.1	·
4	1.0	·
5	-0.5	·
6	0.1	·
7	-0.3	·
8	1.3	·
9	-0.6	·
10	0.2	·
11	-0.2	·
12	0.5	·

no.	canonical_smiles	RAD54 inh	XiGFP reactiv	EWS-Fli inh
13	C[C@H]1CN([C@@H](C)CO)S(=O)(=O)c2ccc(C3=CCCCC3)cc2O[C@@H]1CN(C)C	·	-0.7	6
14	COc1ccc2c3c(n(C)c2c1)[C@H](CO)N(C(=O)C1CCCCC1)CC31CCN(C(=O)Nc2cccc(F)c2)CC1	·	0.2	-1
15	COc1ccc2c3c([nH]c2c1)[C@H](CO)NCC31CCN(S(=O)(=O)c2cccs2)CC1	·	0.2	-2
16	COc1ccc2c3c(n(C)c2c1)[C@H](CO)N(C(=O)Nc1ccc(F)cc1)CC31CCN(Cc2cccnc2)CC1	·	0.4	-1
17	COc1ccc2c3c(n(C)c2c1)[C@H](CO)N(C(C)=O)CC31CCN(Cc2nccs2)CC1	·	0.2	-6
18	C[C@@H]1CN([C@@H](C)CO)C(=O)c2cc(C#CC3CC3)cnc2O[C@H]1CN(C)C(=O)C1CCCCC1	·	-1.1	-2
19	C[C@H](CO)N1C[C@H](C)[C@@H](CN(C)C(=O)c2ccncc2)Oc2ncc(-c3ccc(F)cc3)cc2C1=O	·	-0.8	0
20	CCCC(=O)N1CCC2(CC1)CN[C@H](CO)c1c2c2ccc(OC)cc2n1C	·	0.3	-3
21	CC=Cc1ccc2n(c1=O)C[C@H]1[C@H](CO)[C@@H](C(=O)NC3CCCC3)N(C(=O)C3CC3)[C@@H]21 (mixture of isomers)	·	-0.1	-9
22	COc1ccc2c3c(n(C)c2c1)[C@H](CO)N(C(=O)Nc1ccccc1F)CC31CN(C)C1	·	0.2	1
23	COc1ccc2c3c([nH]c2c1)[C@H](CO)N(C(=O)CC1CC1)CC31CCN(Cc2cncnc2)CC1	·	0.3	-4
24	CCS(=O)(=O)N1CC2(CN(C(=O)Nc3cccc(F)c3)[C@@H](CO)c3c2c2ccc(OC)cc2n3C)C1	·	0.3	0

no.	E-sel inducer	FN deposition inh
13	-0.5	·
14	-0.4	·
15	-0.5	·
16	-0.1	·
17	-0.2	·
18	-0.1	·
19	0.1	·
20	0.0	·
21	-0.1	·
22	0.0	·
23	0.3	·
24	0.1	·

no.	canonical_smiles	RAD54 inh	XiGFP reactiv	EWS-Fli inh
25	COc1ccc2c3c(n(C)c2c1)[C@H](CO)NCC31CCN(Cc2ccccc2F)CC1	·	0.2	-7
26	COc1ccc2c3c(n(C)c2c1)[C@H](CO)N(C(C)=O)CC31CCN(C(=O)C2CCOCC2)CC1	·	0.3	-2
27	COc1ccc2c3c([nH]c2c1)[C@@H](CO)N(Cc1cccc(F)c1)CC31CCN(CC2CC2)CC1	·	0.2	0
28	CCCN(C)C[C@H]1Oc2cc(C3=CCCC3)ccc2S(=O)(=O)N([C@H](C)CO)C[C@@H]1C	·	0.1	14
29	O=C(NC[C@H]1N[C@H](CO)[C@@H]1c1ccc(C2=CCCC2)cc1)C1CC1	·	0.0	-4
30	COc1ccc2c3c(n(C)c2c1)[C@@H](CO)N(C(=O)CC1CC1)CC31CCN(Cc2nccs2)CC1	·	0.3	4
31	COc1ccc2c3c(n(C)c2c1)[C@@H](CO)N(C)CC31CN(S(C)(=O)=O)C1	·	0.2	-7
32	C[C@H](CO)N1C[C@H](C)[C@@H](CN(C)C(=O)C2CCC2)Oc2cc(Br)ccc2S1(=O)=O	·	-1.0	-5
33	CCC(=O)N1CC2(CCN(S(C)(=O)=O)CC2)c2c(n(C)c3cc(OC)ccc23)[C@H]1CO	·	0.4	2
34	C[C@@H]1CN([C@H](C)CO)C(=O)c2cc(Br)cnc2O[C@@H]1CN(C)C(=O)C1CCC1	·	-0.7	-13
35	COc1ccc2c3c(n(C)c2c1)[C@@H](CO)N(C(=O)Nc1cccc(F)c1)CC31CCN(C)CC1	·	0.2	3
36	C[C@@H]1CN([C@H](C)CO)C(=O)c2cc(C#CC3CC3)cnc2O[C@@H]1CN(C)C(=O)C1CCCCC1	·	-0.7	-5

no.	E-sel inducer	FN deposition inh
25	0.1	·
26	0.8	·
27	-0.4	·
28	-0.3	·
29	0.2	·
30	-0.3	·
31	-0.1	·
32	0.3	·
33	-0.3	·
34	0.5	·
35	-0.1	·
36	0.2	·

no.	canonical_smiles	RAD54 inh	XiGFP reactiv	EWS-Fli inh
37	C[C@@H]1CN([C@@H](C)CO)C(=O)c2cc(-c3cccc(F)c3)cnc2O[C@@H]1CN(C)C(=O)C1CC1	·	-1.3	-5
38	Cc1ccc(-n2c(C)n[nH]c2=S)cc1	4	0.2	·
39	CCn1c2ccccc2c2cc(CN3CCN(S(=O)(=O)Cc4ccccc4)CC3)ccc21	-2	0.2	·
40	Cc1cc(C(=S)N2CCOCC2)c(C)n1-c1ccc(Cl)cc1	-8	0.1	·
41	O=C(N/C(=C\c1ccccc1)C(=O)N1CCN(CCO)CC1)c1ccccc1	-3	1.5	·
42	Cc1ccc(NC(=O)c2ccc(C(C)(C)C)cc2)cc1[N+](=O)[O-]	7	-0.1	·
43	N#C/C(=C\c1cn(CCOc2ccccc2)c2ccccc12)C(=O)NCc1cccs1	-10	-0.1	·
44	Oc1c(/C=N/Nc2cccc3cccnc23)ccc2ccccc12	0	0.2	·
45	CC(C)NC(=O)C1CC=CCC1C(=O)O (centres undefined)	3	-0.1	·
46	O=C(Nc1ccccc1C(=O)N/N=C/c1ccco1)c1ccccc1	3	0.0	·
47	Cc1ccc(C(=O)CCC(=O)Nc2ccc(Cl)c(S(=O)(=O)Nc3cccc(Cl)c3)c2)cc1	1	0.2	·
48	O=C(N/N=C/c1cc(Br)ccc1O)Nc1ccccc1	6	0.6	·

no.	E-sel inducer	FN deposition inh
37	1.7	·
38	·	0
39	·	2
40	·	1
41	·	5
42	·	11
43	·	-3
44	·	4
45	·	12
46	·	4
47	·	-13
48	·	10

no.	canonical_smiles	RAD54 inh	XiGFP reactiv	EWS-Fli inh
49	COc1ccc(NS(=O)(=O)c2ccc(O)c(NC(=O)c3ccc(S(=O)(=O)N4CCCCCC4)cc3)c2)cc1	-2	0.0	·
50	Cc1ccccc1C(=O)OC1OC(=O)C(Cl)=C1N1CCOCC1 (centres undefined)	-1	-0.1	·
51	O=C(Nc1ccc2nc3n(c(=O)c2c1)CCCC3)c1cccc([N+](=O)[O-])c1	0	0.0	·
52	C/C(=N\NC(=O)CN1CCN(Cc2ccc(C)cc2)CC1)c1ccncc1	3	-0.2	·
53	Cc1cc(C)cc(C(=O)NCC(=O)OCc2c(C)noc2C)c1	8	0.0	·
54	COC(=O)/C(C#N)=C/c1c(Oc2cc(C)cc(C)c2)nc2c(C)cccn2c1=O	0	0.0	·
55	CCc1cccc(CC)c1N1C(=O)c2cc(N3CCOCC3)c([N+](=O)[O-])cc2C1=O	-9	0.8	·
56	COc1ccc(NC(=O)CCCN2C(=O)/C(=C\c3ccco3)SC2=S)cc1	-25	0.1	·
57	O=C(N/N=C/c1ccc(OCc2ccccc2)cc1)c1cc[n+](Cc2ccccc2)cc1	21	0.2	·
58	O=C(O)CCC(=O)Nc1ccccc1C(=O)NCc1ccccc1	1	0.0	·
59	C=CCc1cccc2cc(C(=O)OCC)c(=O)oc12	-6	0.4	·
60	Cc1cccc2cc(CN(CCN(C)C)C(=S)Nc3ccccc3)c(=O)[nH]c12	10	0.0	·

no.	E-sel inducer	FN deposition inh
49	·	-2
50	·	3
51	·	0
52	·	-4
53	·	5
54	·	6
55	·	-1
56	·	7
57	·	-2
58	·	-10
59	·	-2
60	·	-1

no.	canonical_smiles	RAD54 inh	XiGFP reactiv	EWS-Fli inh
61	O=C(CSc1nc2ccccc2n1S(=O)(=O)c1cccc([N+](=O)[O-])c1)NCc1cccs1	0	2.7	·
62	COc1cc(N=C2C(=O)N3c4c(cccc42)C(C)=CC3(C)C)cc(OC)c1	3	0.4	·
63	CCCN1CCC(=NNc2ccc(S(=O)(=O)N3CCOCC3)cc2[N+](=O)[O-])CC1	-3	0.1	·
64	O=C(CO/N=C/c1ccccc1O)N1CCc2ccccc21	1	-0.2	·
65	CCc1nccn1S(=O)(=O)c1cc(OC)c(Cl)cc1OC	1	0.0	·
66	CCn1c(SCC(=O)NNC(=S)Nc2ccc(C)cc2)nnc1-c1ccc(Cl)cc1	0	0.0	·
67	COc1ccc(-n2cnc3cc(C(=O)NC4CCCC4)ccc32)cc1	0	0.1	·
68	O=C1C(Cc2cccc([N+](=O)[O-])c2)S/C(=N/N=C/c2ccco2)N1c1ccccc1 (centres undefined)	3	0.4	·
69	FC(F)(F)c1cccc(OCCN2CCN(Cc3ccccc3)CC2)c1	4	0.0	·
70	O=C1c2ccccc2C(=O)N1CCCCN(C(=O)c1ccc(Cl)s1)c1ccc(Cl)cc1	12	0.0	·
71	Cc1ccc(-c2cc(C(=O)NC3=NCCS3)c3ccccc3n2)cc1C	8	0.0	·
72	CCOC(=O)CCCCC(=O)c1[nH]c(=O)[nH]c1CSc1nnc2c3ccccc3n(C(C)C)c2n1	1	0.0	·
73	CCCCc1c(C)nc(Nc2ccc(OC)cc2)[nH]c1=O	-9	0.2	·

no.	E-sel inducer	FN deposition inh
61	·	-9
62	·	8
63	·	0
64	·	-6
65	·	2
66	·	1
67	·	1
68	·	7
69	·	-3
70	·	6
71	·	-8
72	·	0
73	·	-8

# Gathered by group, the compounds so far containing a furan ring, fused or not (3)
no.	canonical_smiles	RAD54 inh	XiGFP reactiv	EWS-Fli inh
46	O=C(Nc1ccccc1C(=O)N/N=C/c1ccco1)c1ccccc1	3	0.0	·
56	COc1ccc(NC(=O)CCCN2C(=O)/C(=C\c3ccco3)SC2=S)cc1	-25	0.1	·
68	O=C1C(Cc2cccc([N+](=O)[O-])c2)S/C(=N/N=C/c2ccco2)N1c1ccccc1 (centres undefined)	3	0.4	·

no.	E-sel inducer	FN deposition inh
46	·	4
56	·	7
68	·	7
